BRCA1 expr up: activators of BRCA1 expression | MCF7-BRCA1-FFLuc reporter, luminescence, 48 h; response scale: scaled: vehicle 0%, 10 µM genistein 100% | Potency, µM (doses to about 46.1 µM), inactives show at the top dose activation, usual class: activators | actives 1.1% (n = 380,000) | AID 624202; also: potency is read from the fitted curve at half-maximal effect; nearly all actives have a fitted effect of over 80% in size; some results filed as inactive show a strong effect at the top dose
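Luminescence from a BRCA1-driven firefly luciferase in MCF7 cells was read after 48 h compound exposure at 37 C. Data normalized against DMSO and a 10microM genistein activation control, then curve-fitted across the titration.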
Menin-MLL TR inh: inhibitors of human menin-MLL interaction, mutant MLL peptide; O00255; Menin + Texas Red MLL mutant peptide, fluorescence polarization; Potency, µM (top dose mostly 61.6 µM), for the others: at the highest dose FP activity change, negative = inhibition, actives largely listed as inhibitors; actives 0.23% (n = 270,000); AID 1768; active = well fitted inhibition curve with a large enough effect in the polarisation, with a control signal flat, not every such curve was filed as active; inconclusive = small, poorly fitted or top-dose-only effect, or effect the other way, or a change in a side signal; inactive = no such curve, though single readings can be large or run the other way; the % refers to the polarisation; also: potency is read from the fitted curve at half-maximal effect; % of control where 0% means no effect; many of its hits are not listed in these tables
FLuc modulator: counter-screen for miR-21 project: firefly luciferase inhibitors or activators. purified FLuc, Km substrates, luminescence inhibition. Potency, µM (doses to about 57.5 µM), inactives show at the highest dose activity change, negative = inhibition, most hits filed as inhibitors. actives 6.9% (n = 360,000). AID 588342;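 also: potency is read from the fitted curve at half-maximal effect; plate controls were vehicle for no effect and reference inhibitor for full effect; nearly all actives have a fitted effect of over 55% in size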
Target sequence (P08659 whole entry, looked up): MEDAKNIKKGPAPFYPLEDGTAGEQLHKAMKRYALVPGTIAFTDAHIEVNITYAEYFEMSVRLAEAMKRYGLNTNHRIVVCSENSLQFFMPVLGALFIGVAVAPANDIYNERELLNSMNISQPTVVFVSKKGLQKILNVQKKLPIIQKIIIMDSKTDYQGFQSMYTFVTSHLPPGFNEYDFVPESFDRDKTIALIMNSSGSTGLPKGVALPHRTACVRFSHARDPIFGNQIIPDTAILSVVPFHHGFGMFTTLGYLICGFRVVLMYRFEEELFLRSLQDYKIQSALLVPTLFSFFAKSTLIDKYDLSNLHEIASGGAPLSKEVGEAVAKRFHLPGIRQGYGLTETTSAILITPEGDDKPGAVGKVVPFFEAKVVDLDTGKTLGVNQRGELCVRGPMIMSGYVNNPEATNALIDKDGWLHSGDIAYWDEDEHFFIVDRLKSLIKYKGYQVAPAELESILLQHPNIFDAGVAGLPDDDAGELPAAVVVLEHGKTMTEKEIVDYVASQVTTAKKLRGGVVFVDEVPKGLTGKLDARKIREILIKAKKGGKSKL
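Purified P. pyralis luciferase, 10 nM final, with Km-level 10 uM D-luciferin and 10 uM ATP in 50 mM Tris acetate pH 7.5, 10 mM Mg acetate, 0.01% Tween-20, 0.05% BSA; 6-point qHTS titration about 60 µM downward; luminescence read.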
ELG1 genotoxic: induces genotoxicity in HEK293T cells with luciferase-tagged ELG1; HEK293T ELG1-luciferase reporter, luminescence, 16 h; Potency, µM (doses to about 46 µM), inactives show at the highest dose activity change, positive = activation, most hits filed as activators; actives 1.3% (n = 330,000); AID 504466; also: potency is read from the fitted curve at half-maximal effect; % of control where 0% means no effect; nearly all actives have a fitted effect of over 60% in size
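DMSO vehicle served as control against compound-treated ELG1-luciferase HEK293T cells; exposure lasted 16 hr at 37 °C and 5% CO2, followed by ONE-Glo luminescence detection after 30 min.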
NPC1 prom act: activates the NPC1 promoter; Huh7 NPC1 promoter luciferase reporter, 24 h; Potency, µM (highest dose often 9.22 µM), for the others: at the top dose activation, hits mostly activators; actives 2.4% (n = 320,000); AID 485313;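 also: potency is read from the fitted curve at half-maximal effect; % of control where 0% means no effect; nearly all actives have a fitted effect of over 60% in size; reporter is driven by a mutant NPC1 promoter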
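NPC1 promoter–luciferase Huh7 cells; 24 h compound; luminescence.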
VP16 counter: Gal4-VP16 reporter inhibition counter-screen; Drosophila S2 Gal4-VP16 UAS-luciferase, luminescence, 20 h; Potency, µM (doses to about 53.6 µM), without a hit: at the highest dose activity, negative = inhibition, actives largely listed as inhibitors; actives 3.5% (n = 310,000); AID 2546;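 also: Gal4-VP16 expression switched on by copper sulfate through the metallothionein promoter; potency is read from the fitted curve at half-maximal effect; % is scaled to controls: 0 for no effect and ±100 for the full control effect; nearly all actives have a fitted effect of over 50% in size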
Rab9 prom act: Rab9 promoter activation | Potency, µM (series often up to 9.22 µM), for the others: at the highest dose activation, negative = inhibition, hits mostly activators | AID 485297 | actives 2.8% (n = 320,000) | Huh7 Rab9 promoter-luciferase reporter, luminescence, 24 h; also: potency is read from the fitted curve at half-maximal effect; % of control where 0% means no effect; nearly all actives have a fitted effect of over 60% in size
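Promoter activation is measured as luciferase luminescence in Huh7 cells stably transfected with a Rab9 promoter–luciferase construct, following 24 h compound exposure at 37 °C and 10 min reagent incubation at ambient temperature.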
PKM2 act: PKM2 (human) enzyme activation. actives 0.34% (n = 260,000). AID 1631. purified PKM2, Kinase-Glo ATP luminescence, activation; response scale: 0% is enzyme alone, no compound. P14618. Potency, µM (top dose mostly 57.5 µM), without a hit: at the top dose activation, usual class: activators; also: potency is read from the fitted curve at half-maximal effect; % is scaled to controls: 0 for no effect and ±100 for the full control effect; nearly all actives have a fitted effect of over 55% in size
Target sequence (P14618 whole entry, looked up): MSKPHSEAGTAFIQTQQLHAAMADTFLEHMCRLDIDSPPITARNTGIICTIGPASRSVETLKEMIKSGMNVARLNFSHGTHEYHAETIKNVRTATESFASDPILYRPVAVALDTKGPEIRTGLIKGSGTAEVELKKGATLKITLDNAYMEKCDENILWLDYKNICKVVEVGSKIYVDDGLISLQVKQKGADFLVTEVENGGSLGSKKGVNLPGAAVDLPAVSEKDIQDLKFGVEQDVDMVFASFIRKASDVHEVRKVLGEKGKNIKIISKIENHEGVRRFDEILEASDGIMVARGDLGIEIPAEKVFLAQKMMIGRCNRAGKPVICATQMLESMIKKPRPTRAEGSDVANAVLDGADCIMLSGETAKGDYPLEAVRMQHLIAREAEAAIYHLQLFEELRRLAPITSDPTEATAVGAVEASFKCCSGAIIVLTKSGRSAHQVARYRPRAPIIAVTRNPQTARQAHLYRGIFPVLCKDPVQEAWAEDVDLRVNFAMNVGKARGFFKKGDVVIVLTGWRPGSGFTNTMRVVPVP
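ATP formation by purified human PK-M2, quantified via coupled luciferase luminescence after 1 h at room temperature with 0.1 mM ADP and 0.5 mM PEP final.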
Giardia killer: Giardia lamblia killing; actives 0.15% (n = 340,000); Giardia lamblia trophozoite viability; activity change, % at 7.66 µM, hits read low; in the data active = activity change below about -80%; inconclusive = between about -30% and that limit;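 also: parasites exposed to compound for two days anaerobically before the ATP read; % is scaled to controls: 0 for no effect and ±100 for the full control effect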
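ATP-content bioluminescence gauges trophozoite survival. Cells (100/well) receive compound and incubate anaerobically for 48 hrs at 37 deg C; detection reagent follows for 15-30 min at room temperature.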
p53 reactivator: mutant p53 re-activation in reporter cells. H1299 p53-A138V BP100-luciferase reporter, luminescence, 24 h. Potency, µM (top dose mostly 92.2 µM), without a hit: at the top dose activity change, positive = activation, actives largely listed as activators. actives 0.063% (n = 320,000); also: potency is read from the fitted curve at half-maximal effect; % of control where 0% means no effect; nearly all actives have a fitted effect of over 45% in size
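H1299 (p53-null), stable ts p53-A138V + BP100-Luc; 1000 cells/well, Opti-MEM/10% FBS; cpd 4 pt, 1:5; 24 h, 37 deg C, 5% CO2; detection reagent 10 min RT; luminescence.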
RORg inh: inhibitors of mouse ROR gamma transcriptional activity; Potency, µM (highest dose often 53.6 µM), inactives show at the highest dose activity change, negative = inhibition, most hits filed as inhibitors; Drosophila S2 Gal4-RORgamma UAS-luciferase reporter, 20 h; actives 5.4% (n = 310,000); also: potency is read from the fitted curve at half-maximal effect; % is scaled to controls: 0 for no effect and ±100 for the full control effect; nearly all actives have a fitted effect of over 60% in size
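ROR gamma transcriptional activity was tracked as Gal4-UAS luciferase output in stably transfected Drosophila Schneider cells, with compound added 1 hr before 700 uM copper sulfate induction and a 20 hr ambient-temperature incubation.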
Starred values were filed as active, the others as inactive; ? = inconclusive; nt = not tested or not shown; & = joins results of further samples; [ ] = another dose, or the depositor's remark. Unless noted, calls follow the shape of the dose curve; as a rule, active = well fitted curve in the direction sought with a large enough effect; inconclusive = small, poorly fitted or top-dose-only effect, or another doubt; inactive = no such curve, though single readings can be large; an effect the other way counts as inactive or inconclusive. This is a subset; count on the stated rates, not on these rows.

Results follow in this order: BRCA1 expr up | Menin-MLL TR inh | FLuc modulator | ELG1 genotoxic | NPC1 prom act | VP16 counter | Rab9 prom act | PKM2 act | Giardia killer | p53 reactivator | RORg inh
- COc1ccc(N2CC(C(=O)Nc3nnc(C4CCCCC4)s3)CC2=O)cc1 (stereo not drawn)
    -2.6% | nt | 1.5% | 0.6% | 1.3% | 3.1% | -2.3% | nt | 5.2 | 1.7% | -16.1%
- CC(=O)c1ccc(NC(=O)N2CCc3ccccc3C2)cc1
    11.2µM* | -2.5% | ? | 23.6% | 21.3% | 11.5% | ? | 2.0% | -8.4 | 11.9% | 6.0%
- Cc1ccc(S(=O)(=O)N2CCCCC2)cc1NC(=O)C1CCC1
    -29.3% | nt | 4.2% | 0.8% | -2.0% | nt | -3.6% | nt | 2.6 | -5.2% | nt
- Cc1ccoc1C(=O)NCCNC(=O)c1occc1C
    10.4% | nt | -13.0% | 6.5% | -4.3% | nt | -2.7% | nt | 7.2 | 15.3% | nt
- Cc1ccc2nc(-c3ccc(SCC(=O)Nc4nnc(C)s4)nc3)[nH]c2c1
    -85.2% | 9.3% | 0.601µM* | ? | 2.51µM* | ? | 2.82µM* | 0.3% | -7.4 | -10.4% | 35.0%[10 µM]
- COc1ccccc1C(OC(=O)c1cccs1)C(=O)NCC1CCCO1 (stereo not drawn)
    25.2% | -16.7% | 1.9% | 1.5% | 0.5% | -6.7% | 0.2% | -3.8% | -9.7 | -2.3% | 4.7%
- O=C(O)C1C2C=CC(C2)C1C(=O)Nc1ccc(C(=O)N2CCCCC2)cc1 (stereo not drawn)
    2.9% | 11.5% | 1.3% | -1.5% | -0.8% | -3.5% | -4.2% | 0.6% | 0.4 | 2.1% | 8.1%
- CC1(C)CC(Cc2nc(=S)[nH][nH]2)C(=O)O1 (stereo not drawn)
    -2.7% | 5.0% | 0.2% | -9.1% | 5.7% | -9.4% | -2.7% | -2.6% | 1.0 | 5.4% | -27.0%
- N#Cc1c(/N=C/c2ccco2)oc(-c2ccccc2)c1-c1ccccc1
    -31.1% | 4.1% | 5.8% | 0.1% | 0.4% | -5.7% | -9.7% | 5.7% | 1.7 | -0.9% | 2.4%
- COCCNC(=O)C(c1ccc(C)cc1)N(C(=O)CCC(=O)Nc1ccccn1)c1ccc(C)cc1 (stereo not drawn)
    -5.9% | 1.3% | 2.6% | -7.6% | 2.2% | -4.0% | -1.6% | 0.5% | 0.8 | 0.1% | 2.9%
- Cc1ccc2c(c1)CCCN2C(=O)c1c(C)noc1C
    1.8% | -0.6% | 1.2% | -2.3% | -0.8% | -9.3% | -5.2% | -3.5% | 38.1[activator] | -1.0% | 0.8%
- O=C(NCCS(=O)(=O)N1CCN(c2ccccc2F)CC1)c1ccco1
    -9.0% | nt | 0.6% | -0.8% | -2.2% | nt | 0.7% | nt | -9.2 | -1.5% | nt
- Cc1ccc(S(=O)(=O)c2nc(-c3cccs3)oc2NCCCN(C)C)cc1
    -9.7% | -6.3% | 2.9% | -0.7% | -0.9% | -3.5% | -1.7% | -0.1% | 4.5 | 4.3% | 16.6%
- O=C(COC(=O)C1CCN(S(=O)(=O)c2cccc3cccnc23)CC1)c1ccc(F)cc1
    -1.1% | -0.1% | -8.1% | -0.7% | 1.2% | 5.3% | -3.7% | 6.5% | 6.8 | 1.4% | 27.3%
- Cc1ccc(NS(=O)(=O)c2cccc(C(=O)N/N=C/c3c(C)nn(-c4ccccc4)c3N3CCCC3)c2)c(C)c1
    -35.5% | -5.4% | 5.1% | -7.4% | -4.0% | -4.6% | -2.8% | -0.3% | -13.9 | -9.9% | 20.0%
- O=C(/C=C/c1cccs1)Nc1nncs1
    69.2% | nt | 16.9µM* | 8.2% | ? | 26.7% | ? | -2.8% | -2.0 | 11.3% | -0.8%
- Cc1nc2sc(C(c3ccc(Cl)cc3)N3CC(C)OC(C)C3)c(O)n2n1 (stereo not drawn)
    -16.8% | 4.6% | 0.4% | -1.6% | -7.4% | 3.3% | 4.0% | -4.2% | -22.0 | -4.8% | -20.0%
- C=CCOc1c(CNc2ncn[nH]2)cccc1OCC
    10.3% | 20.9% | 6.1% | 1.0% | -2.9% | -5.6% | -0.8% | 4.8% | 29.9 | 8.1% | -8.2%
- COc1cc(CN(C)CCc2ccccc2)ccc1OCc1ccccc1
    -18.6% | ? | 1.7% | -2.0% | -0.2% | -5.9% | 10.7% | -6.9% | 8.7 | -6.9% | -1.3%
- COc1ccc(/C=C(/C#N)S(=O)(=O)c2ccc(C)cc2)cc1
    3.1% | -2.3% | 1.1% | -3.0% | 0.6% | 6.0% | 0.3% | ? | 3.0 | 2.1% | 10.0%
- COc1ccc(NC(=O)C(C)N(c2ccc(C)cc2)S(C)(=O)=O)cc1 (stereo not drawn)
    -2.0% | 4.7% | 0.4% | -5.8% | -0.3% | -4.4% | 3.3% | -0.4% | -9.5 | -3.2% | -1.0%
- O=C(c1cccs1)N1CCN(S(=O)(=O)Cc2ccccc2)CC1
    -11.3% | -0.9% | 1.7% | 0.2% | -7.2% | 3.0% | 9.4% | -1.0% | -0.3 | 9.6% | -6.5%
- CC1CCCCN1C(=O)CN1CCC(c2nc3ccc(Cl)cc3[nH]2)CC1 (stereo not drawn)
    -9.4% | 0.1% | 2.1% | -8.3% | -3.8% | -7.7% | -6.0% | 2.1% | 4.3 | -4.0% | -3.2%
- CCOC(=O)c1cc(N)cc([N+](=O)[O-])c1
    -0.7% | -10.9% | 2.1% | 8.3% | ? | ? | 6.5% | -1.4% | -15.7 | -3.3% | 16.7%
- O=C(N=C1N=C2C=CC=CN2Cc2ccccc21)c1ccc(S(=O)(=O)N2CCCC2)cc1
    ? | nt | ? | 19.2% | 28.0% | -10.8% | 15.1% | -27.0% | -1.1 | 5.9% | 4.2%
- CN(C(=O)CC1C(=O)NCCN1Cc1ccc(F)cc1Cl)C1CCCCC1 (stereo not drawn)
    4.9% | nt | ? | ? | 1.5% | ? | 1.9% | 5.7% | -25.8 | 8.0% | 11.2µM*
- C=C(C)COc1ccc(-c2[nH]ncc2Oc2ccccc2OC)c(O)c1
    -32.3% | ? | ? | nt | nt | ? | nt | -2.2% | -6.6 | nt | 11.2µM*
- COc1ccc(CC2(CO)CCN(Cc3cccn3-c3ccccn3)CC2)cc1
    -15.2% | 10.6% | -2.5% | -1.1% | 1.5% | 15.6% | -1.8% | 3.3% | 16.1 | -1.6% | -1.9%
- COc1cc2c(=O)n(CCC(=O)NCC3CCCO3)c(=O)n(CC(=O)Nc3ccc(F)cc3)c2cc1OC (stereo not drawn)
    -3.1% | -8.3% | -0.7%&-6.5% | -2.7% | 1.2% | 9.7% | -0.2% | 2.1% | -11.7 | ? | 0.7%
- CCCCn1c(SCC(=O)N2CCCCC2)nc2cc(S(N)(=O)=O)ccc21
    -1.2% | -0.8% | -3.0% | -7.7% | 9.0% | 1.9% | -4.7% | -16.7% | 0.9 | -10.8% | 10.0%
- O=C(Nc1cnn(Cc2ccc(Cl)c(Cl)c2)c1)c1nc2ncccn2n1
    -15.1% | 18.6% | -1.3% | -1.1% | 0.0% | -0.6% | -4.9% | -10.3% | -14.6 | 3.1% | ?
- CN(/N=C/c1ccc(O)cc1O)c1nc(-c2ccccc2)cc(-c2ccccc2)n1
    -94.2%[inhibitor] | ? | -0.2% | 2.0% | -1.6% | ? | -1.1% | -1.9% | -12.9 | 10.6% | -3.5%
- CC1=C(C#N)C(NC(=O)c2cccc(Cl)c2)(C(F)(F)F)C(=O)N1 (stereo not drawn)
    -0.5%&-5.1% | 0.9% | -6.0%&-5.2% | -0.5% | 1.9% | -1.8% | 16.1% | -23.2% | 6.3 | 5.5% | 5.5%
- CN(C)c1ccc(/C=C/C(=O)c2ccc(C(C)(C)C)cc2)cc1[N+](=O)[O-]
    -99.9%[inhibitor] | -13.6% | ? | -0.2% | -1.9% | -14.2% | -3.7% | 1.1% | -9.7 | 11.9% | -0.5%
- CCCCn1c(=O)n(Cc2cccc(F)c2)c(=O)c2c1ncn2Cc1ccco1
    -31.0% | 10.3% | -7.2% | -12.7% | 3.0% | ? | -6.9% | ? | 12.7 | -17.9% | 3.16µM*
- O=C(CS(=O)(=O)Nc1ccc(F)cc1Cl)Nc1ccc(F)cc1Cl
    -45.6% | 14.8% | 0.0% | -7.7% | 2.2% | -0.1% | -4.9% | nt | 4.6 | 2.9% | 33.1%
- Cc1ccc(C)c(/C=N/NC(=S)NCCc2ccccc2)c1
    -12.0% | 3.8% | -1.8% | -1.2% | -5.4% | 7.94µM* | 0.1% | 8.1% | 15.8 | 3.7% | 7.08µM*
- CCOC(=O)c1ccc(NC(=S)N2CCN(CCO)CC2)cc1
    0.1% | 7.4% | -0.3% | 1.8% | -3.8% | 7.2% | -4.8% | nt | 12.8 | 6.5% | 0.2%

Compound activity: PubChem, National Center for Advancing Translational Sciences (NCATS)
